Screening data deposited in PubChem by several laboratories.
Pf gamet viab: inhibitors of late stage P. falciparum gametocyte viability | P. falciparum stage V gametocytes, ATP luminescence, 24 h | inhibition, % at 10.9 µM | hit rate 0.065% among 150,000 | AID 743093;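 active = inhibition above the mean plus 3 SD of compounds within the control limits, set per campaign, cut at about 38% in these data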;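 note: 0% = DMSO wells and 100% = medium only without gametocytes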
Rac1 act GTP bind: human Rac1 activated mutant GTP binding change; P63000; GST-Rac1 activated beads, fluorescent GTP binding, flow cytometry; actives lie on both sides; 100% means binding = to untreated wells; percent activity (GTP binding), % at 10 µM; hit rate 0.11% among 190,000; AID 764;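 active = GTP binding at least 20 percentage points away from the 100% baseline, in either direction, so actives lie on both sides; inconclusive = Compound likely fluorescent itself, or too few beads counted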
ABCB1 block: blocks JC-1 efflux by human ABCB1 transporter; P08183; CCRF-Adr cells, flow cytometry; inhibition, % at 6.6 µM; hit rate 0.067% among 190,000; AID 1326; in the data active = inhibition above about 40%;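 note: 0% = vehicle and 100% = reference inhibitor; higher value means more JC-1 retained so stronger ABCB1 efflux block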
Rab2A wt mod: changes GTP binding to wildtype dog Rab2A, up or down | P61105 | GST-Rab2 wt beads, Bodipy-GTP binding, flow cytometry | GTP binding activity, % at 10 µM | hit rate 0.19% among 190,000 | AID 760;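 active = GTP binding activity at least 20 points away from 100%, either lowered or raised; inconclusive = signal likely due to the compound's own green fluorescence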;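 note: 0% = beads with excess unlabeled GTP and 100% = no-compound control corrected for plate trend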
Rab7 wt GTP bind: modulators of GTP binding to dog Rab7 wildtype GTPase; GTP binding activity (percent of control), % at 10 µM; GST-Rab7 beads, fluorescent GTP binding, flow cytometry; actives lie on both sides; untreated = 100%, excess cold GTP = 0%; hit rate 0.055% among 190,000; AID 758;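 active = fluorescent GTP binding to Rab7 beads changed by at least 20 points from the 100% baseline, either direction, mostly lower; inconclusive = compound itself probably fluorescent, or too few beads counted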;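 note: median green fluorescence of bound Bodipy-FL-GTP per Rab7 bead population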
Rac1 wt GTP bind: human Rac1 wildtype GTP binding, inhibitors and activators; P63000; GST-Rac1 beads, fluorescent GTP binding, flow cytometry; actives lie on both sides; 0 = cold GTP competed, 100 = untreated; GTP binding activity (% of control), % at 10 µM; hit rate 0.27% among 190,000; AID 757;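 active = GTP binding activity at least 20 points away from the 100% control level, either lower or higher; inconclusive = compound flagged as likely green fluorescent, judged across all proteins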
GSH bead fluor: compound fluoresces at 488/530 nm on GSH beads; GSH beads flow cytometry, compound fluorescence 488/530 nm; hits give high values; fluorescence (KMESF) at 10 µM; hit rate 0.25% among 190,000; AID 1776; in the data active = fluorescence above about 89;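 note: glutathione beads carrying GST-tagged Bcl family fusion proteins plus one bare bead set; values are compound well signal with DMSO vehicle wells as background; inactives centre near 16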
Cdc42 wt GTP: human Cdc42 wildtype GTP binding change, either direction; percent activity (GTP binding), % at 10 µM; hit rate 0.2% among 190,000; GST-Cdc42 beads, Bodipy-GTP binding, flow cytometry; actives lie on both sides; AID 761;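 active = percent activity GTP binding at least 20 points away from the 100% baseline, either down as inhibitor or up as activator; inconclusive = compound flagged as likely green fluorescent from well-wide comparison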;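 note: median bead fluorescence of bound Bodipy-FL-GTP at 100 nM; 0% = excess unlabeled GTP control and 100% = no compound control; below 100% means less GTP binding so inhibitor and above means activator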
Target sequence (P60953 whole entry, looked up): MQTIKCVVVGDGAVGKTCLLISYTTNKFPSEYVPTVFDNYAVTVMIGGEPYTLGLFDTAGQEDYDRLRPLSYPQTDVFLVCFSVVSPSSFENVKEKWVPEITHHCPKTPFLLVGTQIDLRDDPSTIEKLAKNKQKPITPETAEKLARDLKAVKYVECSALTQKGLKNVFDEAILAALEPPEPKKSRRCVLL
ABCG2 inh: human ABCG2 inhibition, ABCB1 as counter-screen. Q9UNQ0. IgMXP3 cells, JC-1 efflux, flow cytometry. inhibition, % at 6.6 µM. hit rate 0.1% among 190,000. AID 1325;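 active = inhibition above 80%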;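 note: 0% = DMSO and 100% = nicardipine control wells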
Target sequence (Q9UNQ0 whole entry, looked up): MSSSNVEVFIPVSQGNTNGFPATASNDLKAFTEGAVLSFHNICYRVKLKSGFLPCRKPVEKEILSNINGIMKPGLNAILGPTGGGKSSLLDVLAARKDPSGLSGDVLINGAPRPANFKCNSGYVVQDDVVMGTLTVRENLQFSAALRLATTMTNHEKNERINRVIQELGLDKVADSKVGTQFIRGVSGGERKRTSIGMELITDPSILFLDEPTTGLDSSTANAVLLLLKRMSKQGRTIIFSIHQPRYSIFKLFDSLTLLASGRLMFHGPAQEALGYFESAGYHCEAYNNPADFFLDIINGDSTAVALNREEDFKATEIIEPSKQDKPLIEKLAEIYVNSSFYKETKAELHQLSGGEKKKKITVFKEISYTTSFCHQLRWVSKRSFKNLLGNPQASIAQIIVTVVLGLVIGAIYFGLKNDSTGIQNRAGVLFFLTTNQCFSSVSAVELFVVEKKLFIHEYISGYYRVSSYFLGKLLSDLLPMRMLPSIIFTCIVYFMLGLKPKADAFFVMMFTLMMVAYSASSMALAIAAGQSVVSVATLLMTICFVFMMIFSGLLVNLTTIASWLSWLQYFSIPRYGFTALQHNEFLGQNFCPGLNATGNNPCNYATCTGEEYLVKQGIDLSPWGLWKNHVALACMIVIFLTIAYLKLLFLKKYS
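Read-out basis: Efflux inhibition in percent versus controls | Test system: ABCG2 IgMXP3 and barcoded ABCB1 CCRF-Adr cell mix | Quantity: 3 million cells/mL in well | Schedule: 10 min at 25 °C | Control set: Nicardipine as high control, DMSO as low control | Reagent: JC-1 as fluorescent efflux pump substrate | Signal: Flow cytometry of retained JC-1 fluorescence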
Avidin fluor: avidin bead compound fluorescence profile; Avidin beads, compound fluorescence 488/530 nm, flow cytometry; hits give high values; fluorescence (KMESF) at 10 µM; hit rate 0.38% among 220,000; AID 1775; in the data active = fluorescence above about 47; note: inactives centre near 10
HRas wt GTP bind: human HRas wildtype GTP binding, change in either direction; P01112; GST-Ras wt beads, Bodipy-FL-GTP binding, flow cytometry; actives lie on both sides; GTP binding activity, % at 10 µM; hit rate 0.14% among 190,000; AID 759;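 active = GTP binding activity at least 20% away from the 100% baseline, either lowered as inhibitor or raised as activator; inconclusive = flagged as likely green fluorescent, judged across all proteins in the well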;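 note: 0% = unlabeled GTP competition control and 100% = no-compound control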
Target sequence (P01112 whole entry, looked up): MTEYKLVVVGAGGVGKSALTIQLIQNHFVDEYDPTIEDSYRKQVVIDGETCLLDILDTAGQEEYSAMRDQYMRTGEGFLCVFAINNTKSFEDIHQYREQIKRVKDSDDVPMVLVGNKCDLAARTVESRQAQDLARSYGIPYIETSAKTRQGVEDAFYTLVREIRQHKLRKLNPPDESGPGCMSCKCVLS
Numbers without * were called inactive; u = inconclusive; x = no result given.

SMILES	Pf gamet viab	Rac1 act GTP bind	ABCB1 block	Rab2A wt mod	Rab7 wt GTP bind	Rac1 wt GTP bind	GSH bead fluor	Cdc42 wt GTP	ABCG2 inh	Avidin fluor	HRas wt GTP bind
CCC(NC(C)C)C(O)c1ccc(O)c(O)c1 (stereo not given)	x	102	0.0	102	98	103	19	104	0	7	99
Cn1nc(CC(=O)NCc2ccc(C(F)(F)F)cc2)c2ccccc2c1=O	28	90	0.1	91	98	92	59	93	0	8	94
COCC(=O)Nc1nnc(-c2ccc(C(C)(C)C)cc2)s1	-20	93	0.4	93	100	98	12	95	8	8	96
Cc1ccccc1NC(=O)COc1ccc2oc(=O)cc(C)c2c1	6	96	0.2	95	100	92	18	94	5	11	96
O=C(/C=C/c1ccccc1)Nc1nnc(SCC(=O)c2ccc3ccccc3c2)s1	-1	102	-0.7	101	104	105	9	105	-7	7	103
Cc1ccc(C(=O)Nc2ccccc2C(=O)NC(Cc2ccccc2)C(=O)O)cc1 (stereo not given)	x	94	-0.5	97	97	97	21	97	-1	6	96
O=C(O)CCCC(=O)NCCc1cccc(Cl)c1	x	100	0.0	100	98	104	32	99	0	9	101
Cc1ccc(NC(=O)N2C(=O)C3(OCCO3)c3ccccc32)cc1	-12	97	0.4	97	99	103	13	102	5	32	101
O=C(O)COc1ccc(=O)n(-c2ccccc2)n1	x	98	-0.3	100	98	104	22	100	-6	19	99
CN(C)c1ccc(C=NCC2COc3ccccc3O2)cc1 (stereo not given)	2	93	-0.2	95	93	95	15	96	0	12	96
COc1ccc(NC(=O)C(CC(C)C)NC(=O)C2CCCCC2)c(OC)c1 (stereo not given)	7	97	1.5	101	96	99	20	99	10	9	97
CCOC(=O)N1CCN(C(=O)C2CCCN(S(=O)(=O)c3ccc(C)cc3)C2)CC1 (stereo not given)	x	u	0.0	u	u	u	26	u	0	8	u
CC(C)(C)C1CCC(C(=O)OCC(=O)Nc2ccc3[nH]c(=O)[nH]c3c2)CC1 (stereo not given)	-12	93	0.5	95	97	99	15	96	1	10	97
COc1ccccc1NC(=O)Nc1ccc(Cl)c(S(=O)(=O)Nc2ccccc2OC)c1	-7	100	-0.6	100	100	105	10	99	-6	17	100
CC1=NN(c2ccccc2)C(=O)C1(C)[N+](=O)[O-] (stereo not given)	11	101	0.3	100	100	106	7	103	0	4	101
Cc1ccc(NC(=O)CN2CCC(C(=O)c3ccc4c(c3)OCCO4)CC2)cc1	x	99	1.2	100	102	104	26	105	14	38	101
Cc1cccc(C)c1Nc1c(-c2ccccn2)nc2ccccn12	-5	94	0.4	90	100	97	8	87	2	26	94
CC1CCN(CCCn2c(=S)[nH]c3ccc(N4CCOCC4)cc3c2=O)CC1	14	93	0.3	93	90	90	52	92	8	6	90
CCCCOC(=O)Nc1ccc(S(=O)(=O)Nc2ccc([N+](=O)[O-])cc2)cc1	10	98	x	98	103	101	10	101	3	16	98
COc1ccc(NC(=O)CSc2ccc3c4c(cccc24)C(=O)c2ccccc2-3)cc1	10	u	14	u	u	u	20	u	20	49*	u
O=C(CNS(=O)(=O)c1ccccc1Br)OCC(=O)N1CCc2ccccc21	-31	97	1.4	100	95	101	39	97	22	3	99
O=C(NCc1ccco1)C(c1cccs1)N(C(=O)C1COc2ccccc2O1)c1cccc(O)c1 (stereo not given)	-5	99	0.4	100	93	100	17	102	2	8	99
CCOc1ccc(/C=C/C2=NNC(=O)CC2)cc1	x	96	0.0	99	101	101	26	97	2	9	98
COc1ccc(C(=O)COC(=O)CNC(=O)c2cccc(OC(F)F)c2)cc1	-1	95	-0.1	96	95	98	16	98	4	13	97
CCC(CC)C(=O)c1c[nH]c(C(=O)N2CCN(c3ccc(OC)cc3)CC2)c1	-10	95	0.5	99	101	100	72	92	7	10	95
Cc1ccc(Sc2nc(-c3ccccc3)ccc2C#N)cc1	-17	99	0.9	100	99	103	25	101	4	7	101
COc1cccc(C2SCC(=O)N2c2cccc(C)c2)c1OC (stereo not given)	x	98	2.4	101	104	104	9	104	8	5	101
C[C@H](NC(=O)OC(C)(C)C)c1nnc(SCC(N)=O)o1	12	98	0.1	99	99	99	49	100	1	9	99
CCC(C)(C)n1nnnc1C(C(C)C)N1CCSCC1 (stereo not given)	-12	104	0.6	99	100	106	11	105	2	15	102
Cc1ccc(NS(=O)(=O)c2ccccc2[N+](=O)[O-])cc1C	x	95	0.6	97	102	97	15	95	2	21	99
CC1=C(C(=O)OC(C)C)C(C2CC=CCC2)NC(=O)N1 (stereo not given)	x	102	0.4	101	101	107	11	105	2	9	104
Cn1cnnc1SCc1ccc(C#N)cc1Cl	-36	95	0.4	99	97	100	34	95	3	12	98
CC1CCN(C(=O)C2c3ccccc3C(=O)N3CCc4ccccc4C23)CC1 (stereo not given)	x	100	0.0	100	103	104	13	100	0	21	100
O=C(c1cccs1)N1CCN(CCCc2ccccc2)CC1	x	102	0.2	102	105	106	263*	103	0	7	104
O=C(NCCC1=CCCCC1)c1ccc2c(c1)N(Cc1ccccc1)C(=O)CS2	x	99	4.6	97	96	103	35	98	21	8	98
Cn1cccc1C(=O)OCC(=O)Nc1cccc(S(=O)(=O)N2CCOCC2)c1	11	98	0.1	98	96	98	12	96	2	18	96
CCCCCn1c(N)c(-c2nc3ccccc3s2)c2c([N+](=O)[O-])nn(CC)c(=O)c21	x	94	-0.8	98	99	101	46	105	3	20	99
COc1ccc(OC)c(NC(=O)CN(Cc2ccccc2)S(C)(=O)=O)c1	0	93	0.2	96	102	96	14	97	10	10	95
Cc1ccc(-n2c(NN)nc3ccccc3c2=O)c(C)c1	-1	97	0.2	97	98	98	15	96	7	15	96
CCOC(=O)c1ccc(N2C(=O)c3n[nH]c(C)c3C2c2ccccn2)cc1 (stereo not given)	x	101	1.4	99	100	106	21	101	6	35	99
CC(=O)c1c(C)oc2ccc(N(C(C)=O)S(=O)(=O)c3ccc(Cl)c([N+](=O)[O-])c3)cc12	8	89	1.6	92	95	100	31	92	6	13	95
CC(=O)c1cc(-c2ccccc2)n(CC(=O)N2CCCC2)c1C	-37	98	0.3	98	97	105	13	100	1	12	100
OCc1ccccc1CNCc1ccccc1	10	102	-0.2	106	104	104	19	104	0	8	107
COc1ccc(C(C)=O)cc1COC(=O)Cc1n[nH]c(=O)c2ccccc12	-11	95	1.1	96	96	94	6	95	5	17	96
CC1(C(O)(C#CC[N+]2(C)CCCCC2)c2ccccc2)CCCC1 (stereo not given)	x	97	0.0	99	102	101	10	98	3	9	98
Cc1ccc(C(c2nnnn2CCc2ccccc2)N2CCC(C)CC2)cc1 (stereo not given)	2	95	0.4	98	99	101	19	100	0	25	100
Cc1[nH]nc(SCC(=O)NC(C)c2ccccc2)c1[N+](=O)[O-] (stereo not given)	-48	101	0.5	97	100	101	11	101	42	13	101
O=C(OCC(=O)N1CCN(c2ccccc2)CC1)c1ccc2ncsc2c1	x	96	0.1	95	98	96	4	96	3	4	96
CCC(C)NS(=O)(=O)c1ccc(NC(=O)c2ccc([N+](=O)[O-])cc2Cl)cc1 (stereo not given)	12	96	0.2	98	99	101	10	99	10	6	96
CC1CN(C2CCN(C(=O)COc3ccc(Cl)cc3)CC2)CC(C)O1 (stereo not given)	-3	98	1.0	100	103	101	33	100	3	23	101

Additional structures:
SMILES	Pf gamet viab	Rac1 act GTP bind	ABCB1 block	Rab2A wt mod	Rab7 wt GTP bind	Rac1 wt GTP bind	GSH bead fluor	Cdc42 wt GTP	ABCG2 inh	Avidin fluor	HRas wt GTP bind
O=C(N[C@@H](Cc1ccccc1)c1nc2ccccc2[nH]1)c1cc([N+](=O)[O-])ccc1Cl	-11	100	2.5	98	98	101	10	103	9	14	100
COc1ccc(C(=O)NNC(=O)CCC(=O)Nc2cc(C)on2)cc1	5	101	0.4	101	104	106	10	104	1	6	101
Cc1ccc(C)c(-n2nnnc2Sc2nc([N+](=O)[O-])nn2C)c1	-3	99	-0.2	103	97	106	21	102	-5	8	99
CC(C)N(CC#CCC(O)(c1ccccc1)c1ccccc1)C(C)C	x	98	0.7	93	101	102	7	99	12	2	97
CCNc1nc(NCC)n2c(SC(C(=O)Nc3cc(C)ccc3OC)c3ccccc3)nnc2n1 (stereo not given)	10	98	2.0	97	101	102	10	97	-7	16	99
COc1ccc(C(=O)COC(=O)c2cccnc2Cl)c(OC)c1	x	98	1.3	98	108	101	16	98	11	9	101
CC1(C)Cc2c(c(-c3ccco3)nc3sc4c(NCC5CCCO5)ncnc4c23)CO1 (stereo not given)	20	99	1.0	102	102	104	15	103	3	14	100
Cn1ccs/c1=N\S(=O)(=O)c1ccc(C(C)(C)C)cc1	x	102	-0.3	104	100	103	23	101	-1	12	101
O=C(NC1CCCCC1)c1ccc(S(=O)(=O)N2CCCC2)cc1	x	99	0.2	100	98	104	15	104	1	21	100
Cc1ccc(-c2[nH]ncc2/C=N/n2c(COc3ccccc3C)nc3ccccc3c2=O)cc1	x	101	1.3	101	99	108	12	104	-1	2	104
Cc1c(NC(=O)C2CCCCC2)cc(C(=O)N2CCOCC2)cc1[N+](=O)[O-]	-5	99	0.3	103	107	104	11	102	6	15	102
Cn1c(=O)c2c(ncn2CC(=O)Nc2ccccc2Sc2ccccc2)n(C)c1=O	x	99	1.6	101	102	103	15	99	24	14	100
CCN1CCCC(NC(=O)c2cc([N+](=O)[O-])ccc2OC)C1 (stereo not given)	-13	98	0.9	98	98	100	11	92	13	14	97
COCCNC(=O)COc1ccc(Oc2ccccc2)cc1	x	95	0.2	95	99	96	13	97	1	39	97
COc1cccc2c1OCC/C2=N\NC(=O)COc1ccc(C)cc1	x	97	0.4	97	99	101	9	98	1	4	99
O=C(CSc1ccc2ccccc2c1)Nc1ccc(S(=O)(=O)Nc2nccs2)cc1	-11	96	-2.1	97	98	96	5	97	-24	11	96
Cc1cccc2[nH]c3c(=O)n(CCN4CCNCC4)cnc3c12	1	100	0.7	102	105	102	13	103	2	11	103
CCOc1cc(C(=O)NC(C)COC)cc(OCC)c1OCC (stereo not given)	x	101	0.1	101	101	105	24	107	11	27	102
